KCNQ1 block – inhibitors of human KCNQ1 potassium channel. B-score at 10 µM. 310,000 compounds, 1.3% hits. CHO-K1 KCNQ1, FluxOR thallium flux fluorescence; stronger effect = higher value. AID 2642. P51787;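 active means compounds whose thallium flux B-score, printed positive for inhibition, exceeds three library SD while starting fluorescence stays within three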;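 further: channel opened by potassium depolarization with thallium stimulus after 20 min compound exposure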
PolyA inh – yeast polyadenylation inhibition; S. cerevisiae SKY197-pL101 polyadenylation reporter, beta-gal luminescence; efflux-impaired pdr1/pdr3 knockout yeast; score 100 = 6 SD above DMSO; calls only at 12 µM; 300,000 compounds, 0.02% hits; AID 1875;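 active means lowest replicate activity score at least 50, where 100 means six control SD above control mean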;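 further: yeast exposed to compound for 9 h at 30 °C; higher score means more reporter readthrough which indicates perturbed polyadenylation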
hERG protect – compounds protecting human hERG from proarrhythmic drug block. Q12809. activation (rescue from dofetilide block), less the hit threshold, % at 10 µM. 310,000 compounds, 0.51% hits. CHO-hERG, FluxOR thallium flux, dofetilide IC70 present. AID 1511;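 active means activation above the mean of controls blocked by dofetilide plus 5 SD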;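 further: thallium influx through hERG after potassium depolarization seen as dye fluorescence rise; in these data hits start at about 4.7%; inactives centre near -7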
Target sequence (Q12809 whole entry, looked up): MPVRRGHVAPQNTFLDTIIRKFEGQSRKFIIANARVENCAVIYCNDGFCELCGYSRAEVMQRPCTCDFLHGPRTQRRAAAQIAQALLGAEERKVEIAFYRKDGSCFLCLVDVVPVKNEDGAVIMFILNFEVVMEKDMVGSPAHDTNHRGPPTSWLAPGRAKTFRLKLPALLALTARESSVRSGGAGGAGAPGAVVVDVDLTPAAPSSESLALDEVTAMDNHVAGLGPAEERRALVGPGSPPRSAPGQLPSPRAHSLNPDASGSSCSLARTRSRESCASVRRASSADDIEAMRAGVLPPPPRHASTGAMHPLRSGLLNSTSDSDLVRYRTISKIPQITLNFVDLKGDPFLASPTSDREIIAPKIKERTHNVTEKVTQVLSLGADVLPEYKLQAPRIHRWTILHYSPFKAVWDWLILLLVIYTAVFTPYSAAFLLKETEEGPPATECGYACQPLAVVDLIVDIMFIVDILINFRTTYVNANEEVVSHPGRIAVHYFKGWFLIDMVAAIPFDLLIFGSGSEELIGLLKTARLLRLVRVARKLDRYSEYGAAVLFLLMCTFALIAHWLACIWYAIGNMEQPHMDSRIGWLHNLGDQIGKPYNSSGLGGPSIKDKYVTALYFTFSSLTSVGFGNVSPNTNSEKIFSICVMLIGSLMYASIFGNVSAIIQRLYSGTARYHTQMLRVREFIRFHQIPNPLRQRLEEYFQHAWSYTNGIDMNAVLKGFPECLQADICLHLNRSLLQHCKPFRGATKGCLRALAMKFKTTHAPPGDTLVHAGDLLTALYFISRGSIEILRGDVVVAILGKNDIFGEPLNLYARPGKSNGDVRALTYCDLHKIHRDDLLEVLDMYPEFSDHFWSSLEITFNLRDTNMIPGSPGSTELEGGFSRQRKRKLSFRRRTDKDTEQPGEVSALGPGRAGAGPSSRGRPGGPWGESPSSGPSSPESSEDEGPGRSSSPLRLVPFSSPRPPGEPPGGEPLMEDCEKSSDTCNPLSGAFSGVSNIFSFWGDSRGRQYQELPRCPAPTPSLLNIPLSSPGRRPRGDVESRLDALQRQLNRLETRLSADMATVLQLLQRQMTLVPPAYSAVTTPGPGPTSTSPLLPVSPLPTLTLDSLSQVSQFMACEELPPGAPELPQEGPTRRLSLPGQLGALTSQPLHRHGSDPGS
KCNK3 inh – human KCNK3 channel inhibition, primary screen; 340,000 compounds, 0.84% hits; CHO-KCNK3 thallium flux, FluxOR fluorescence; stronger effect = lower value; B-score at 10 µM; AID 602410;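 active means B-score under library mean minus 4 SD, starting fluorescence ratio at most library mean plus 5 SD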;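 further: more negative B-score means stronger inhibition of thallium flux through KCNK3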
RGS4 pot – potentiators or activators of RGS4. HEK293 M3R/inducible RGS4, carbachol calcium flux Fluo4; stronger effect = lower value. B-score at 10 µM. 310,000 compounds, 0.92% hits;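 active means B-score of the integrated calcium signal more than 4 SD below the library mean, with starting fluorescence not abnormally high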;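 further: negative B-score means reduced calcium response which marks RGS4 activation or potentiation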
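System – HEK293 FlpIn-TREx cells, stable M3R, doxycycline-inducible RGS4 · Reagent – ECmax carbachol challenge · Times – compound preincubation 20 min at room temperature before agonist · Technique – Fluo4 fluorescence kinetic imaging of calcium · Measure – B score of integrated Fluo4 ratio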
GSK3 alpha inh – inhibitors of human GSK-3 alpha kinase | P49840 | ADP-Glo luminescence, 60 min | inhibition, % at 10 µM | 320,000 compounds, 0.1% hits | AID 2650;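 in the data active means inhibition above about 50%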;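 further: GST-tagged GSK-3 alpha with peptide substrate and 25 µM ATP; 0% = DMSO neutral wells and 100% = GW8510 positive control wells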
KCNK9 inh – blocks the human KCNK9 two-pore domain potassium channel; B-score at 10 µM; 310,000 compounds, 1.2% hits; HEK293 KCNK9, FluxOR thallium flux fluorescence; stronger effect = lower value; Q9NPC2;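 active means ratio B-score over 3 SD below the library mean, with starting fluorescence within 5 SD of its mean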;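 further: negative B-score means less thallium flux so channel inhibition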
KCNQ1 pot – potentiators or activators of human KCNQ1 potassium channel; P51787; CHO-K1 KCNQ1, thallium flux FluxOR fluorescence; stronger effect = higher value; B-score at 10 µM; 310,000 compounds, 0.35% hits; AID 2648;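 active means fluorescence ratio B-score, a plate-corrected score, at least three library SD, with initial intensity B-score within 5 SD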
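Assay system: stable KCNQ1 CHO-K1 line; medium: assay buffer, equal DMSO in all wells; timing: 90 min dye loading and 20 min compound exposure, both at room temperature; technique: kinetic FluxOR thallium fluorescence, 10-s 1-Hz baseline, 110-s post-stimulus read; read-out basis: B score of baseline-normalized fluorescence ratio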
Dyrk1A ADPGlo – Dyrk1A (rat) kinase inhibition; ADP-Glo luminescence, NFATc1 peptide; inhibition, % at 12.5 µM; 310,000 compounds, 0.43% hits; AID 504441; in the data active means inhibition above about 50%;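 further: plate controls were vehicle with enzyme for no effect and no enzyme for full effect; many of its hits are not listed in these tables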
GSK3beta inhib – blocks human GSK3beta kinase activity | 300,000 compounds, 0.038% hits | AID 2097 | P49841 | GST-GSK3beta kinase, ADP-Glo luminescence, 60 min; stronger effect = lower value | activity score (negative = inhibition), % at 10 µM;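 active means more than half of replicate wells score below -50%, meaning over 50% inhibition versus plate controls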;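 further: 0% = median DMSO wells and -100% = median GW8510 positive control wells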
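Test system: GST-fused GSK3beta enzyme, cell-free | Quantity: 1.6 ng GST-GSK3beta enzyme per well | Reagent: 25 µM ATP with peptide substrate | Schedule: 60 min enzyme reaction, room temperature | Signal: Luminescent ADP-Glo measurement of ADP formed | Read-out basis: Score relative to plate controls | Control set: DMSO and 20 µM GW8510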
RGS4 block – inhibitors of human RGS4 | HEK293 M3R/RGS4 inducible, Fluo-4 calcium flux; stronger effect = higher value; triggered by carbachol at its EC20 | P49798 | 310,000 compounds, 0.45% hits | B-score at 10 µM;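 active means B-score, a plate-corrected calcium signal, over three deviations above library mean, with baseline fluorescence within five deviations of library mean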;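 further: RGS4 expression induced by doxycycline in cells with stable M3 receptor; B-score is computed from the integrated fluorescence ratio over baseline after carbachol; higher B-score means a larger calcium signal and so more RGS4 inhibition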
An asterisk follows results filed as active; i = inactive; · = not tested or not shown. The list is partial; rates above refer to the full screens.

Every second line gives: KCNQ1 block	PolyA inh	hERG protect	KCNK3 inh	RGS4 pot	GSK3 alpha inh	KCNK9 inh	KCNQ1 pot	Dyrk1A ADPGlo	GSK3beta inhib	RGS4 block
COc1cccc(OCC(O)CN2CCN(c3ncccn3)CC2)c1 (stereo not drawn)
 : i	·	-4	i	i	-5	i	i	0	2	i
CC1CCCC(C)N1C(=O)Cn1c(=O)sc2ccccc21 (stereo not drawn)
 : i	i	-4	i	i	-2	i	i	-1	-1	i
COc1cc(C(=O)N(C)Cc2cccc(OC)c2OC)ccc1OCC(=O)Nc1cccc(C(F)(F)F)c1
 : i	i	-16	i	i	1	i	i	-2	2	i
CC(C)(C)OC(=O)N1CCC(c2c(C(=O)N3CCN(C(=O)c4ccco4)CC3)cnn2-c2cccc(Cl)c2)CC1
 : i	i	-7	i	i	9	i	i	0	1	i
CCOc1ccccc1-n1ccn(CC(=O)Nc2ccc(Br)cc2F)c(=O)c1=O
 : i	i	-6	i	i	·	i	i	-17	2	i
Cc1cc(C)cc(N2C(N)=NC(N)=NC2c2cccc(Cl)c2)c1 (stereo not drawn)
 : i	i	-7	i	i	1	i	i	-1	-1	i
CCOc1cccc(C(=O)NNC(=O)C2C3C=CC(C3)C2C(=O)O)c1 (stereo not drawn)
 : i	i	-3	i	i	0	i	i	0	2	i
Cc1ccc(Cn2nc(C)c(NC(=O)c3cc(C)no3)c2C)cc1
 : i	i	0	i	i	-3	i	i	-3	0	i
C=C(C)CN1C(=O)C(O)(CC(=O)c2ccc3c(c2)OCCO3)c2ccccc21 (stereo not drawn)
 : i	i	-4	i	i	-4	i	i	3	2	i
Cc1cc(C)c2sc(NNC(=O)c3ccc(S(=O)(=O)N4CCc5ccccc5C4)cc3)nc2c1
 : 7*	i	-6	i	i	1	i	i	5	-1	i
O=C(CSc1nnc(-c2cccnc2)n1Cc1ccccc1)NCc1ccco1
 : i	i	-7	i	i	-4	i	i	0	2	i
O=C(N/N=C/c1ccoc1)c1ccccc1
 : i	i	-13	i	i	3	i	i	10	2	i
CC(=O)Nc1ccc(S(=O)(=O)N(C)CC(=O)OCC(=O)N2CCCCC2)cc1
 : i	i	-9	i	i	-1	i	i	5	3	i
O=C(c1ccccc1)c1cc2ccc(O)cc2oc1=O
 : i	i	-9	i	i	16	i	i	23	-14	i
CCCCC1(C)OC(=O)C(=Cc2c[nH]c3ccccc23)C(=O)O1 (stereo not drawn)
 : i	i	-4	i	i	-1	i	i	1	-1	i
COC(=O)c1cccc(S(=O)(=O)N(Cc2ccco2)Cc2cc3cc(OC)c(OC)cc3[nH]c2=O)c1
 : i	i	-16	i	i	1	i	i	-5	-1	i
C[N+]12CCC(CC1)C(OC(=O)C(O)(c1ccccc1)c1ccccc1)C2 (stereo not drawn)
 : i	i	-5	i	i	-5	i	i	0	3	i
COC(=O)c1ccc(-c2ccc(C(=O)N3CCCN(C)CC3)cc2)cc1
 : i	i	-4	·	i	·	i	i	·	4	i
CC(=O)Nc1ccc(SCC(=O)N(C)C2CCS(=O)(=O)C2)cc1 (stereo not drawn)
 : i	i	-7	i	i	-3	i	i	·	0	i
Clc1ccc(C2CSc3c4ncnc-4ncn32)cc1 (stereo not drawn)
 : i	i	-8	i	i	3	i	i	·	-9	i
Cc1cccc(-n2ncc3c(N4CCC5(CC4)OCCO5)ncnc32)c1
 : i	i	-11	i	i	-4	i	i	4	-2	i
COc1ccc2nc(NC(=O)CS(=O)(=O)Cc3ccccc3)sc2c1
 : i	i	-14	i	i	2	i	i	2	-1	i
CSCCC(NC(=O)c1cccc([N+](=O)[O-])c1)C(=O)O (stereo not drawn)
 : i	i	-6	i	i	-3	i	i	0	0	i
NC(=O)CSc1nnc(COc2ccccc2)n1Cc1ccco1
 : i	i	-11	i	i	-1	i	i	-8	0	i
O=C(NCCNS(=O)(=O)c1ccccc1Cl)c1cc(OCC(F)(F)F)ccc1OCC(F)(F)F
 : i	i	-7	i	i	0	i	i	14	2	i
CC1(C)NC(=O)N(CCCCOc2ccc(Cl)cc2)C1=O
 : i	i	-4	i	i	-2	i	i	7	3	i
CCN1CCN(c2cc(SC(C)C)nc(-c3ccc(OC)cc3)n2)CC1
 : i	i	-17	i	i	·	i	i	-3	0	i
O=Cc1ccc2c(c1)CCN2Cc1ccccc1
 : i	i	-6	i	i	-3	i	i	0	-3	i
CC(=O)c1ccc(OCC(O)CN2CCN(CCN3C(=O)c4cccc5cccc(c45)C3=O)CC2)cc1 (stereo not drawn)
 : i	i	-4	i	i	4	i	i	5	3	i
CCCCSc1nc(NCc2ccco2)c2c3c(sc2n1)COC(C)(C)C3
 : 6*	i	-18	i	i	0	i	i	1	3	i
O=C(O)CCC(CNS(=O)(=O)c1ccccc1)C(F)(F)F (stereo not drawn)
 : i	i	-8	i	i	-2	i	i	·	4	i
N#Cc1ccc(-c2csc(NNC(=O)c3ccccc3)n2)cc1
 : i	i	-9	i	i	-1	i	i	10	4	i
Cc1ccc(S(=O)(=O)n2ccc3c(OCCOCCNCc4ccc(F)cc4)cccc32)cc1
 : i	i	-25	i	i	-1	i	i	2	1	i
O=C(C1CCN(c2ncnc3c2nc2n3CCCCC2)CC1)N1CCCCC1
 : i	i	-7	i	i	-3	i	i	-4	0	i
Cc1nc(C)c(C(=O)N2CCCC(C(=O)c3ccc4ccccc4c3)C2)s1 (stereo not drawn)
 : i	i	-9	i	i	5	i	i	2	2	i
CCc1c(C)nn(C(=O)/C(C#N)=C\N(C)C)c1C
 : i	i	-5	i	i	-1	i	i	5	2	i
O=C(Cc1ccccc1)Nc1cccc(C(=O)O)c1O
 : i	i	-5	i	i	-1	i	i	-1	-5	i
COc1cc(C2Nc3cc(Cl)c(S(N)(=O)=O)cc3S(=O)(=O)N2)cc(OC)c1OC (stereo not drawn)
 : i	i	-7	i	i	-1	i	i	7	-1	i
O=C(c1ccc([N+](=O)[O-])cc1)N1CCN(c2ncc(Br)cn2)CC1
 : i	i	-5	i	i	-1	i	i	-4	0	i
O=C(CNS(=O)(=O)c1ccc([N+](=O)[O-])cc1)N/N=C\c1ccc(O)cc1
 : i	i	-2	i	i	10	i	i	5	-4	i
CN1CCCN(C(=O)/C=C/c2ccc(F)cc2)CC1
 : i	i	-3	i	i	-2	i	i	-1	3	i
CC(=O)NCC(=O)N(C)C(C(=O)Nc1ccc2c(c1)OCCO2)c1ccccc1 (stereo not drawn)
 : i	i	-3	i	i	-3	i	i	4	2	i
CN1C2=C(C(=O)CC(C)(C)C2)C(c2cccs2)C2=C1CC(C)(C)CC2=O
 : i	i	-5	i	i	-1	i	i	10	-2	i
Cc1cc(NS(=O)(=O)c2ccc(Cl)cc2)nn1CC(=O)NCc1ccco1
 : i	i	-5	i	i	-10	i	i	-2	1	i
O=C(Cn1cccc1C(=O)c1ccccc1)NCc1cccnc1
 : i	i	-3	i	i	·	i	i	2	-2	i
Cc1c(NC(=O)Cc2ccccc2)cccc1C(=O)NN1C(=O)c2ccccc2C1=O
 : i	i	-11	i	i	0	i	i	-2	-1	i
CCOCCc1nnc(NC(=O)c2cc(OC)c(OC)c(OC)c2)s1
 : i	i	-7	i	i	1	i	i	13	0	i
CN(C)C1(CNC(=O)Nc2ccccc2)CCCCC1
 : i	i	-2	i	i	0	i	i	-3	-1	4.7*
CCOc1ccccc1C(=O)Nc1cccc(-c2ccc3nncn3n2)c1
 : i	i	-15	i	i	5	i	i	2	1	i
O=C(Nc1ccc(C(=O)N2CCOCC2)cc1)c1cnn2c(C(F)F)cc(-c3ccccc3)nc12
 : i	i	-3	i	i	-1	i	i	8	0	i

(more compounds)
Every second line gives: KCNQ1 block	PolyA inh	hERG protect	KCNK3 inh	RGS4 pot	GSK3 alpha inh	KCNK9 inh	KCNQ1 pot	Dyrk1A ADPGlo	GSK3beta inhib	RGS4 block
CCN(CC(=O)NC(=O)NC1CCCC1)Cc1ccccc1
 : i	i	-8	i	i	-4	i	i	14	4	i
C/C(=N/N=C/c1ccc(N(C)C)cc1)c1ccccc1
 : i	i	-7	i	i	1	i	i	3	4	i
Cc1cc(=O)oc2c(C)c(OC(C)C(=O)NC3CCN(Cc4ccccc4)CC3)ccc12 (stereo not drawn)
 : i	i	-6	i	i	-3	i	i	4	1	i
CCN=C(NS(=O)(=O)c1ccc(Br)cc1)c1ccc(Cl)cc1
 : i	i	-13	i	i	-2	i	i	-6	1	i
N#CC1=C(N)N(c2ccc(F)cc2)C(=O)C1
 : i	i	3	i	i	1	i	i	0	-1	i
CCOc1c(Cl)cc(C(=O)NCCN2CCCCC2)cc1Cl
 : i	i	-11	i	i	-2	i	i	13	0	i
CCOC(=O)C1=C(C)N(c2ccc(C)cc2)C(=O)/C1=C\c1cccs1
 : i	i	-9	i	i	-3	i	i	-11	0	i
Cc1ccccc1/C(N)=N/OC(=O)N1c2ccccc2Sc2ccccc21
 : i	i	-8	i	i	-7	i	i	-10	-2	i
CCn1c(NCc2ccc(N(C)C)cc2)nc2ccccc21
 : i	i	-15	i	i	-1	i	i	0	2	i
COc1ccc2c(C)cc(=O)oc2c1C
 : i	i	-6	i	i	6	i	i	15	-1	i

Sorted by molecular weight (descending): some entries from above
Every second line gives: KCNQ1 block	PolyA inh	hERG protect	KCNK3 inh	RGS4 pot	GSK3 alpha inh	KCNK9 inh	KCNQ1 pot	Dyrk1A ADPGlo	GSK3beta inhib	RGS4 block
Cc1ccccc1/C(N)=N/OC(=O)N1c2ccccc2Sc2ccccc21
 : i	i	-8	i	i	-7	i	i	-10	-2	i
C/C(=N/N=C/c1ccc(N(C)C)cc1)c1ccccc1
 : i	i	-7	i	i	1	i	i	3	4	i
N#CC1=C(N)N(c2ccc(F)cc2)C(=O)C1
 : i	i	3	i	i	1	i	i	0	-1	i
